SENP6 block: SENP6 protease inhibition. Q9GZR1. Recombinant SENP6 catalytic domain, aminoluciferin luminescence. inhibition, % at 10 µM. 1.8% of 330,000 active;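 active = inhibition above about 50% at the single tested dose, limit read from the data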;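 also: plate controls were DMSO wells with enzyme for no effect and DMSO wells lacking enzyme for full effect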
NLRP3 yeast inh: inhibitors of NALP3 inflammasome in yeast. Yeast reconstituted NLRP3/ASC/caspase-1, beta-gal luminescence, 24 h. 0.39% of 330,000 active. inhibition, % at 10 µM;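 active = inhibition of 50% or more; inactive = inhibition below 50%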;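 also: plate controls were induced DMSO wells for no effect and uninduced yeast grown without galactose for full effect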
SENP8 block-1: inhibitors of human SENP8 protease; Q96LD8; recombinant SENP8, Nedd8 substrate fluorescence; inhibition, % at 20 µM; 0.64% of 360,000 active; AID 602440; in the data active = inhibition mostly above about 40%, no sharp cut-off; inactive = mostly below about 27%
Target sequence (Q96LD8 whole entry, looked up): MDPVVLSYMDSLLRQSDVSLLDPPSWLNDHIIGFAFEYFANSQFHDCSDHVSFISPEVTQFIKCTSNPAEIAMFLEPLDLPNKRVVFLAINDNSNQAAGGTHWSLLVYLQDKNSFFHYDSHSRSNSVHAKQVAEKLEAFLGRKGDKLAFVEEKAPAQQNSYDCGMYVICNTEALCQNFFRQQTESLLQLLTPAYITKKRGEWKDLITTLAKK
SENP7 inh: blocks the human protease SENP7 | Q9BQF6 | recombinant SENP7, Z-RLRGG-aminoluciferin luminescence, 40 min | inhibition, % at 5 µM | 1.5% of 330,000 active | AID 434973;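 active = inhibition above about 50% at the single test dose, limit read from the data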;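 also: plate controls were DMSO with enzyme for no effect and no enzyme buffer wells for full effect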
Target sequence (Q9BQF6 706-1050 limits assumed): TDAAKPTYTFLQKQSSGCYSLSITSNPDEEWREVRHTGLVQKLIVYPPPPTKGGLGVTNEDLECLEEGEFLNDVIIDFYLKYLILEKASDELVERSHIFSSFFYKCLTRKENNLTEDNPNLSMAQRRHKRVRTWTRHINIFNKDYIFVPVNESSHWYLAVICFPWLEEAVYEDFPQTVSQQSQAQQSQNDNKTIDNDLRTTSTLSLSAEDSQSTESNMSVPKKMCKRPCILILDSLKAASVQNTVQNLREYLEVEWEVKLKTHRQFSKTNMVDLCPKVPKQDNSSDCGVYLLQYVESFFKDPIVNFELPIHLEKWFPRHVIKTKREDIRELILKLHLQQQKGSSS
Apaf-1 inh: inhibitors of human Apaf-1 apoptosome; AID 489030; reconstituted apoptosome caspase-3 activity, DEVD-Rh110 fluorescence; 0.71% of 330,000 active; O14727; inhibition, % at 20 µM; active = inhibition of at least 40% at 20 µM;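 also: plate controls were DMSO wells for no effect and DEVD-CHO caspase inhibitor wells for full effect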
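Material: cell-free apoptosome with Apaf-1, procaspase-3 and caspase-9; Buffer or medium: Hepes pH 7.5 with detergent and BSA; Reagent: cytochrome c trigger plus (Z-DEVD)2-Rh110 caspase-3 substrate; Times: compound with Apaf-1, dATP, procaspase-3 30 min, then 50 min reaction, room temperature; Technique: Rh110 fluorescence intensity.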
SENP1 inh: SENP1 (human) catalytic domain inhibition. Q9P0U3. recombinant SENP1 catalytic domain, CyPet-SUMO1-YPet FRET cleavage. inhibition, % at 10 µM. 0.21% of 360,000 active. AID 624204;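 active = inhibition at least 30% at 10 µM, raw YFP signal under a set limit, fluorescence ratio 0.5 to 1.5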;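 also: 0% = enzyme with DMSO and 100% = no enzyme wells; some results filed as inactive read as strong as hits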
Target sequence (Q9P0U3 419-644 limits assumed): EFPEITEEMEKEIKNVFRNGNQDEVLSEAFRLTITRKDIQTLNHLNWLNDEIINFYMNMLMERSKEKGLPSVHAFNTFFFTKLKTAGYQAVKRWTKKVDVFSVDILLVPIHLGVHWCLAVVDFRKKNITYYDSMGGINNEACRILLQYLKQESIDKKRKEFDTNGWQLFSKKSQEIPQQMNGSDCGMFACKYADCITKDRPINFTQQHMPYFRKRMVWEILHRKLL
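Assay system: hSENP1 catalytic domain, recombinant. Amount: SENP1 enzyme, 20 pM final. Schedule: 50 min reaction, RT, dark. Technique: FRET, CFP and YFP emission. Control set: no-enzyme wells low, DMSO-plus-enzyme wells high control.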
SENP8 block-2: blocks the human protease SENP8 | inhibition, % at 10 µM | AID 2540 | Q96LD8 | purified SENP8, Z-RLRGG-aminoluciferin cleavage, luminescence | 1.2% of 330,000 active; in the data active = inhibition above about 50%
HKDC1 inhibitor: blocks human hexokinase HKDC1 activity. recombinant HKDC1, G6PDH/diaphorase resazurin coupled fluorescence. inhibition, % at 20 µM. 0.16% of 340,000 active. AID 493160;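 active = inhibition above about 35% when tested at 20 µM, limit read from the data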;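 also: plate controls were DMSO wells with enzyme for no effect and DMSO wells lacking enzyme for full effect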
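System: Recombinant HKDC1 hexokinase | Amount: HKDC1 at 5 µg/mL | Reagent: Glucose with 1 mM ATP | Doses: Single 20 µM dose | Incubation: Reaction time 90 min, room temperature, protected from light | Signal: Coupled resazurin fluorescence, excitation 525 nm, emission 613 nm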
PfG6PD inh: PfG6PD (Plasmodium falciparum) enzyme inhibition. PfGluPho enzyme, NADPH resazurin-diaphorase fluorescence. inhibition, % at 20 µM. 0.78% of 350,000 active. AID 504690;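 active = inhibition reaching at least a set limit at 20 µM in the primary screen, cut at about 59% in these data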;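 also: 0% = DMSO wells with substrate and 100% = DMSO wells lacking glucose-6-phosphate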
* = called active by the depositor; i = inactive; · = no result given; & = joins results of further samples. Rows were taken by chance. About 4.1% of those tested had a hit in this group.

molecule	SENP6 block	NLRP3 yeast inh	SENP8 block-1	SENP7 inh	Apaf-1 inh	SENP1 inh	SENP8 block-2	HKDC1 inhibitor	PfG6PD inh
Cc1nn(-c2ccccc2)c(N2CCCCC2)c1/C=N/NC(=O)c1ccncc1	1	3	10	-6	-2	2	-7	-1	3
COc1ccc(CCN(C)C(=O)CCNS(=O)(=O)c2ccccc2C(F)(F)F)cc1OC	-10	26	7	4	-2	-1	-1	-4	-6
CCC(=O)Nc1nnc(-c2ccc(Cl)s2)o1	-5	-1	-76	-10	6	1	-1	-7	-8
C[C@@H]1C(=O)O[C@@H]2CC34[C@H]5C[C@@H](C(C)(C)C)C36[C@H](OC(=O)[C@@H]6O)OC4(C(=O)O5)[C@@]12O (stereo partly drawn)	1	5	8	0	-5	1	10	5	3
COC(=O)c1c(NC(=O)c2cccnc2Cl)sc(C(=O)N(C)C)c1C	-12	6	-9	1	0	-3	-8	-11	15
COc1ccccc1N=Cc1c(O)c2ccccc2oc1=O	81*	-5	-209	88*	5	-75	58*	12	-3
Cc1cccc(C)c1OCC(=O)Nc1ccc(NC(=O)c2ccco2)cc1	-6	12	10	4	-5	0	2	-3	3
O=C(OCc1nnc(-c2cccs2)o1)C1=NN(c2ccccc2)C(=O)CC1	-6	7	-47	-3	-3	-1	1	-4	7
COc1ccc(C(=O)N2CCc3cc(OC)c(OC)cc3C2c2ccc(OC)c(OC)c2)cc1OC (stereo not drawn)	-12	0	9	-5	14	2	-10	0	-4
CN(CCC(=O)Nc1ccc(Br)cc1)Cc1ccccc1	2	20	21	4	2	2	3	2	5
COc1ccc(N2CC(C(=O)OCC(=O)Nc3cccc(C)c3)CC2=O)cc1 (stereo not drawn)	-4	1	3	8	-5	2	-3	-6	-9
Cc1ccc2[nH]c3c(c2c1)CN(C(=O)CN1CCN(Cc2ccc4c(c2)OCO4)CC1)CC3	9	19	-10	-3	18	-18	-4	0	9
CC(C)CCc1noc(CN2CCN(CC(=O)NC(C)C)CC2)n1	-6	8	15	10	-1	-1	1	-11	-6
CCN(C(=O)COC(=O)c1ccccc1Cc1ccccc1)c1c(N)n(Cc2ccccc2)c(=O)[nH]c1=O	·	·	12	·	·	-1	·	-1	-12
CC1CCN(S(=O)(=O)c2cccc(C(=O)N(Cc3ccccc3)c3ccccn3)c2)CC1	-18	14	5	3	18	0	-6	-5	5
Cc1cc(C)c2cc(C#N)c(N3CCCN(S(=O)(=O)c4ccccc4)CC3)nc2c1	-19	30	·	-1	7	·	-3	0	9
O=C(OCCC1Oc2cccnc2NC1=O)c1ccc([N+](=O)[O-])cc1 (stereo not drawn)	10	4	·	3	-9	·	5	·	·
Cc1cccc(NC(=O)C(c2cccc([N+](=O)[O-])c2)N2CCCCC2)c1 (stereo not drawn)	-14	1	20	3	15	-1	-4	1	-5
O=C(Nc1ccc(F)cc1F)c1csc(-c2cccs2)n1	-35	-57	-64	-1	6	1	-11	1	8
COCCCNC(=O)c1ccc(N2CCOCC2)c(NS(=O)(=O)c2ccc(OC)cc2)c1	-6	10	1	-5	-20	2	0	-1	-2
CCc1ccc(NC(=O)Cn2nnc(C(=O)NCc3ccc4c(c3)OCO4)c2N)cc1	-3	17	11	23	-7	2	-1	-6	-3
C/C(Cl)=C\Cn1c(Nc2cccc(C)c2)nc2c1c(=O)n(C)c(=O)n2C	2	6	-2	-4	7	0	-1	-8	37
Nc1ccc(N(CCO)CCO)cc1	57*	1	65*	21	84*	21	29	10	63*
CC(C)OC(=O)CCCCCN1C(=O)CSC1=S	-10	11	27	-1	12	3	-4	-4	-4

Reprinted at random: 2 records from the list
molecule	SENP6 block	NLRP3 yeast inh	SENP8 block-1	SENP7 inh	Apaf-1 inh	SENP1 inh	SENP8 block-2	HKDC1 inhibitor	PfG6PD inh
Nc1ccc(N(CCO)CCO)cc1	57*	1	65*	21	84*	21	29	10	63*
Cc1cccc(NC(=O)C(c2cccc([N+](=O)[O-])c2)N2CCCCC2)c1 (stereo not drawn)	-14	1	20	3	15	-1	-4	1	-5

Further compounds:
molecule	SENP6 block	NLRP3 yeast inh	SENP8 block-1	SENP7 inh	Apaf-1 inh	SENP1 inh	SENP8 block-2	HKDC1 inhibitor	PfG6PD inh
COc1cc(/C=N/NC(=O)c2cccc(S(=O)(=O)N3CCCCC3)c2)cc(Br)c1O	-1	-16	-32	-4	-15	3	-4	-1	11
CCOC(=O)c1oc2ccc(S(=O)(=O)Nc3ccc4c(c3)n(C)c(=O)n4C)cc2c1C	-19	5	8	-7	15	-5	-12	0	13
CC(C)CCn1c(SCC(=O)NC2CC2)nc2cc(Cl)ccc2c1=O	-13	7	10	-6	-6	2	-4	-5	-15
O=C(COC(=O)c1ccccn1)Nc1c(Cl)cccc1Cl	11	-10	15	9	-8	-6	8	-2	-1
Cc1cccc(CC(=O)N2CCCC2)c1	-33	-4	9	-3	-1	-1	-3	4	2
CNc1snc(C)c1C(=O)OCC(=O)c1ccc(OC)c(F)c1	-8	18	12	-6	-3	1	6	-3	6
COc1ccc(N(CC(=O)NCCSc2ccccc2)S(=O)(=O)c2ccccc2)c(OC)c1	0	-1	18	1	13	3	9	4	4
CCOc1ccc(S(=O)(=O)/N=C(\N)c2ccccc2)cc1	-8	-18	22	-11	-3	1	-3	-5	-10
Cc1onc(-c2ccccc2)c1C(=O)NC(=S)NNC(=O)c1ccc(O)cc1	-9	21	22	1	-8	2	9	-12	-23
O=c1c2c([nH]c3ccc(Br)cc13)CCCC2	-6	11	1	3	0	-13	3	2	-3
O=C(Nc1ccccc1)c1cccc(N2C(=O)CCC2=O)c1	-8	-4	22	-1	4	1	-8	-2	3
CCc1cc(C(=O)N=Nc2c(O)[nH]c3ccc([N+](=O)[O-])cc23)c2ccccc2n1	0	9	19	4	17	5	2	14	-16
O=C1/C(=C/c2ccccc2)NC(=S)N1C(c1ccccc1)c1ccccc1	9	0	-64	5	14	-70	0	24	-11
COc1ccc(Cl)cc1NC(=O)CN(C)C(=O)Cc1ccc(-c2ccccc2)cc1	-4	11	-41	1	7	-58	8	0	21
COCc1cccc(C(=O)NC(c2ccccc2)c2ccccc2)c1	-7	24	0	-2	7	1	2	-5	8
Cc1ccc(C)c(C(=O)COc2ccc(C)nc2[N+](=O)[O-])c1	6	18	-5	6	7	-11	3	2	37
COc1cc(C(=O)NC2=NCCS2)ccc1OCc1c(C)noc1C	-9	6	-7	5	-1	0	-2	-9	4
COc1cccc(-n2cc(CNCc3cn(C)nc3-c3ccccc3F)cn2)c1	6	-7	-44	5	-35	-3	-7	1	0
COc1cc(CCC(=O)Nc2cccc(C(F)(F)F)c2)cc(OC)c1OC	-6	-2	24	1	10	3	1	-5	4
Clc1ncnc2c1oc1ccccc12	8	-9	-6	4	3	5	9	-1	-11
CCCN(CCC)S(=O)(=O)c1cc(CN2C(=O)c3cccnc3C2=O)ccc1OC	6	0	20	4	1	3	-5	-2	-11
O=C(NCCc1cccs1)C1CC(c2cccc(F)c2)=NO1 (stereo not drawn)	-9	5	7	3	2	0	-3	-5	-1
O=C1CN(S(=O)(=O)c2ccc(F)cc2)CCN1	4	5	9	-3	-3	3	-3	-6	-1
COc1cccc(NC(=O)N2CCCC2C(=O)NC(C)C)c1 (stereo not drawn)	0	7	19	7	3	0	3	0	10
CCCCCCS(=O)Cc1ccccc1 (stereo not drawn)	-7	4	19	0	-3	0	7	4	-1
CC1CN(S(=O)(=O)c2ccccc2)CC(C)O1 (stereo not drawn)	11	-9	10	17	-5	2	3	-6	-9
Cc1ccc(S(=O)(=O)Cn2nnnc2CN2CCN(C(=O)c3ccco3)CC2)cc1	-2	9	9	-1	-4	1	-3	2	-2
COc1ccc(S(=O)(=O)N(C)C2(C)CCS(=O)(=O)C2)cc1OC (stereo not drawn)	-6	4	2	-4	4	3	5	6	-4
CCOC(=O)c1c(C)n(C)c2ccc(OC)c(NC(=O)CN3CCN(C4CCCCC4)CC3)c12	-5	-8	33	-2	-8	3	1	0	4
CC(C)C[C@H](NC(=O)C1CC(=O)N(c2ccc(F)cc2)C1)C(=O)N1CCCCC1 (stereo partly drawn)	14	0	7	4	1	-1	1	-3	-3
COC(=O)c1ccccc1NCC(=O)c1ccc(OC)cc1	23	8	-297	3	-1	0	5	0	-96
OCc1csc(=Nc2ccccc2)n1-c1ccccc1	0	9	22	8	-4	-1	0	7	-10

Single values from the list.
For Apaf-1 inh, `CC1CN(S(=O)(=O)c2ccccc2)CC(C)O1` (stereo not drawn) reads -5
For SENP8 block-1, `CC(C)C[C@H](NC(=O)C1CC(=O)N(c2ccc(F)cc2)C1)C(=O)N1CCCCC1` (stereo partly drawn) reads 7
For SENP8 block-1, `CCOC(=O)c1c(C)n(C)c2ccc(OC)c(NC(=O)CN3CCN(C4CCCCC4)CC3)c12` reads 33

(list continues)
molecule	SENP6 block	NLRP3 yeast inh	SENP8 block-1	SENP7 inh	Apaf-1 inh	SENP1 inh	SENP8 block-2	HKDC1 inhibitor	PfG6PD inh
O=C1CC(c2cccnc2)c2cc3c(cc2N1)OCCO3 (stereo not drawn)	-10	25	14	9	2	2	4	-6	-2
CCCS(=O)(=O)NCCc1cc2cc(C)c(C)cc2[nH]c1=O	0	10	-141	7	1	1	6	2	3
CCNC(=O)COc1ccc2ccccc2c1	-22	30	9	-10	8	-1	-14	5	2
Cc1ccc(OCC(=O)Nc2ccc3c(c2)OC(F)(F)O3)c([N+](=O)[O-])n1	-16	9	6	-6	7	0	-8	-7	4
CCCCNc1c(-c2ccc(SC3CCCCC3)cc2)nc2cnccn12	2	15	i	-13	42*	-22&-18	1	3	22
Cc1cc(Cl)nc(Cl)c1C(=O)NCCc1ccccc1	-4	27	11	-3	-8	-1	1	0	6
COC(=O)c1ccccc1NC(=O)C1CCC(=O)N1S(=O)(=O)c1ccc(C)cc1 (stereo not drawn)	-4	12	3	-6	-3	0	-8	-7	-4
Cc1cccc(C)c1NC(=O)CNC(=O)c1cncc(Br)c1	-24	-3	-1	-15	7	-1	-6	-3	7
COc1cc2cc(CCCOC(=O)CCC(=O)O)oc(=O)c2cc1OC	-14	-7	-52	-4	-2	2	-9	-4	-6
CCOC(=O)CC1COCCN1C(=O)c1cc(COc2ccc(F)cc2Cl)on1 (stereo not drawn)	-24	7	0	-4	18	0	-5	-4	-5
CCN(CC)C(=O)c1ccc(Nc2nnc(-c3ccc(O)cc3)c3ccccc23)cc1	-21	7	-443	-4	20	-2	-5	10	-23
CC(=O)N[C@@H]1[C@@H](O)[C@@H]2OC(c3ccccc3)OC[C@H]2O[C@@H]1N=[N+]=[N-] (stereo partly drawn)	-30	7	24	6	-9	-2	-14	-1	-2
CCOC(=O)c1c(C)n(C)c2ccc(OC)c(NC(=O)c3cccs3)c12	11	4	13	0	12	11	7	8	-22
O=C(NCCSc1ccccc1)c1ccccc1Cl	28	39	-11	33	11	2	6	-5	-5

Arranged by value in SENP7 inh (descending): 3 from the list above
mol | SENP7 inh
CCc1ccc(NC(=O)Cn2nnc(C(=O)NCc3ccc4c(c3)OCO4)c2N)cc1 | 23
CCOC(=O)c1c(C)n(C)c2ccc(OC)c(NC(=O)CN3CCN(C4CCCCC4)CC3)c12 | -2
O=C(OCc1nnc(-c2cccs2)o1)C1=NN(c2ccccc2)C(=O)CC1 | -3
